Assay outcomes: PubChem, Sanford-Burnham Center for Chemical Genomics
UBC13 polyUb – inhibitors of human UBC13 polyubiquitin chain formation. AID 485273. 0.47% of 330,000 active. inhibition, % at 20 µM. TR-FRET; in the data active = inhibition above about 45%, passing the limit was not always enough; inconclusive = no clear call, values can overlap the other calls
Target sequence (P61088 whole entry, looked up): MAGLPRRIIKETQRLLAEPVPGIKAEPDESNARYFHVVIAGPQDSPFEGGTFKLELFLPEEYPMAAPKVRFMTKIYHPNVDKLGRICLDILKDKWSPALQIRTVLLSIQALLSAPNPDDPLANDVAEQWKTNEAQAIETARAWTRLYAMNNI
CCR6 antag – CCR6 (human) receptor antagonism; P51684; CHO-K1 CCR6 PathHunter beta-arrestin, luminescence, CCL20-stimulated; inhibition, % at 20 µM; 0.49% of 340,000 active;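 active = compounds whose inhibition of the agonist-driven luminescence signal at 20 µM reaches about 50%, limit read from the data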;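 note: cells stimulated with CCL20 at 14 nM final; plate controls were DMSO with CCL20 for no effect and DMSO without agonist for full effect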
Jurkat NFkB inh – lowers PMA/ionomycin-induced NF-kB signal in Jurkat cells. PMA/ionomycin-induced NF-kB luciferase reporter, luminescence. inhibition, % at 4 µM. 0.53% of 330,000 active; in the data active = inhibition above about 50%
CXCR6 block – blocks human CXCR6 beta-arrestin recruitment. O00574. CHO-K1 PathHunter CXCR6 beta-arrestin, luminescence. inhibition, % at 20 µM. 0.36% of 360,000 active; in the data active = inhibition above about 34%, passing the limit was not always enough;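 note: antagonist mode with CXCL16 agonist at 10 nM final; 0% = 10 nM CXCL16 with DMSO and 100% = unstimulated wells without agonist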
Target sequence (O00574 whole entry, looked up): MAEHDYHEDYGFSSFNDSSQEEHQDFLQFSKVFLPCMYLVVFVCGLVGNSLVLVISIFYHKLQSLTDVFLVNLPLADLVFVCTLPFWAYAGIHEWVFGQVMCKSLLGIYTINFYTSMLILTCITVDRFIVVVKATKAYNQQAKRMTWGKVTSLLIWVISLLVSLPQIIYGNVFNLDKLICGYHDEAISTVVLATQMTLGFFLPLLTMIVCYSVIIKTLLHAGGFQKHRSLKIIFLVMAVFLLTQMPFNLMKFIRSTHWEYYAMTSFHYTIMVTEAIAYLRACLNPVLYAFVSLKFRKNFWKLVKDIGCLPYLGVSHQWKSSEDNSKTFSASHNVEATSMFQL
697 NFkB inh – lowers PMA/ionomycin-induced NF-kB signal in 697 B cells; 697 B-cell NF-kB luciferase reporter, 16 h; inhibition, % at 4 µM; 0.33% of 330,000 active; AID 435022; in the data active = inhibition above about 35%
APJ antag – APJ receptor antagonism. P35414. CHO-K1 APJ beta-arrestin complementation, luminescence. inhibition, % at 20 µM. 0.32% of 330,000 active;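 active = inhibition above about 40% at 20 µM, limit read from the data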;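 note: cells challenged with 10 nM apelin-13 agonist together with compound; plate controls were apelin-13 plus DMSO wells for no effect and DMSO wells lacking apelin-13 for full effect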
Gli-Sufu antag – Gli-Sufu pathway antagonism; inhibition, % at 5 µM; AID 588413; Sufu-KO-LIGHT fibroblasts, Gli luciferase reporter luminescence; 0.74% of 340,000 active;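 active = inhibition above about 55%, limit read from the data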;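 note: 0% = DMSO-treated cells and 100% = wells with medium but no cells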
EBI2 block – blocks human EBI2 receptor beta-arrestin signaling | EBI2 beta-arrestin recruitment, luminescence, 7a,25-OHC stimulated | inhibition, % at 5 µM | 0.81% of 360,000 active; in the data active = inhibition above about 38%;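 note: enzyme fragment complementation signal reports receptor beta-arrestin coupling in cells; 0% = agonist plus DMSO wells and 100% = wells without agonist; some results beyond the cut were filed as inactive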
Starred values were filed as active, the others as inactive; ? = inconclusive; · = no result given. This is a random part of the collection; overall some 3% were active at least once.

SMILES	EBI2 block	UBC13 polyUb	CCR6 antag	Gli-Sufu antag	APJ antag	CXCR6 block	Jurkat NFkB inh	697 NFkB inh
CN(C(=O)COC(=O)CSc1ccc([N+](=O)[O-])cc1)c1ccccc1	7	-10	-8	-13	-1	-1	1	11
CC(=O)N(C(C)=O)S(=O)(=O)c1ccc(N=NN2CCOCC2)cc1	-9	1	-2	0	-7	-7	2	-24
CCOC(=O)CSc1nncc2ccc(OC)c(OC)c12	-7	0	-3	3	1	8	12	6
CCN1C(C)=C(C)S/C1=C1\SC(=S)N(N)C1=O	2	-16	18	-7	-6	6	-10	5
COc1ccc(/C=C/C(=O)NC2=NCCS2)cc1OC	-6	2	11	-48	15	-5	-82	-53
Cn1cc([N+](=O)[O-])c(C(=O)N/N=C/c2ccccc2)n1	-5	3	3	-3	4	-10	-2	32
CCN1CCN(CC(=O)Nc2cccc(C)c2)C(=O)C1=O	-8	-14	-3	4	-72	-2	6	6
CC(C)NS(=O)(=O)c1ccc(OCC(=O)NCc2ccco2)cc1	-12	1	12	4	11	1	-4	14
NC(=O)C1CCN(C(=O)c2cccc(CN3C(=O)c4ccccc4C3=O)c2)CC1	-12	6	-3	-6	2	4	-6	3
COc1ccc(-c2ccc(-c3noc(-c4ccccc4)n3)c(OC)n2)cc1	17	?	-17	4	-19	-6	-18	-58
O=C(Cn1cnc2ccccc2c1=O)Nc1nnc(C2CC2)s1	-4	-5	12	-2	12	-4	4	-9
COc1ccc(S(=O)(=O)N2CCC(C(=O)N3CCN(c4ccccc4OC)CC3)CC2)cc1	8	11	13	-6	8	5	3	-4
O=C(c1cc(COc2ccc(F)cc2Cl)on1)N1CCC(OCc2cccnc2)CC1	-7	0	-6	8	8	15	4	1
CCOC(=O)c1oc2ccccc2c1CN1CCOCC1	5	2	-14	3	0	2	8	11
COc1ccc(-c2cc3c(=O)n(CC(=O)Nc4ccc(Cl)cc4)nc(C)n3n2)cc1	12	-13	-16	-18	12	5	14	-4
O=C(/C=C/NNC(=O)c1ccccc1)c1ccccc1	-6	-3	8	12	22	9	-14	-29
OCCN(Cc1cccnc1)Cc1ccccn1	-10	·	-12	-4	·	-16	·	·
O=C(c1cccc(S(=O)(=O)N2CCCC2)c1)N1CCN(c2ccccc2)CC1	0	3	-5	5	22	6	10	19
COc1ccc(CNC(=O)C2CCC(CNS(=O)(=O)c3cccc4cccnc34)CC2)cc1 (stereo not drawn)	5	-3	14	3	5	12	-9	12
COc1ccc(/C=C2/SC(=O)N(CCNC(=O)C3CCCN3C(=O)c3cccs3)C2=O)cc1 (stereo not drawn)	-4	-12	-1	8	9	-4	-4	-13
Cc1[nH]c2ccccc2c1C(c1ccncc1)N1CCN(c2ccccn2)CC1 (stereo not drawn)	7	-2	6	-11	15	-7	3	-18
O=C(N/N=C/c1ccc(OC(F)F)cc1)c1ccc(Br)cc1	9	3	3	7	-20	-3	-12	13
CN(CC(=O)Nc1cccc(F)c1)C(=O)c1ccc(OCc2ccccc2)cc1	-12	3	-1	-6	4	-3	-10	-1
CCCOc1ccc(C(CC(=O)O)NC(=O)c2cccs2)cc1 (stereo not drawn)	-10	1	14	-11	24	3	8	16
O=C(NCCSc1c[nH]c2ccccc12)c1ccc2c(c1)OCO2	-5	15	12	-8	3	-4	-1	6
O=C1[C@@H](Oc2ccccc2)[C@@H](c2ccncc2)N1c1ccncc1	-1	·	18	-1	·	2	·	20
CCC1CN(C(=O)N2CCC(C(=O)Nc3ccccc3F)CC2)c2ccccc2O1 (stereo not drawn)	-2	1	13	-2	4	-2	3	7
C=CCOc1ccc(Br)cc1CNCCCN1CCOCC1	-2	14	18	14	-22	7	-4	-2
c1ccc2nc(-c3nc4ccccc4o3)ccc2c1	4	3	-4	-2	8	2	-106	-163
COCCN(C(=O)CNC(=O)c1ccco1)C(C(=O)NC1CCCC1)c1cccs1 (stereo not drawn)	9	2	-10	2	5	-2	11	9
CN(C)CCOC(=O)c1sc2ccccc2c1Cl	-4	1	-11	-34	10	-2	7	4
O=C(NC(=S)Nc1ccccc1Br)C1CCC1	-10	12	3	3	-5	4	-4	-49
Cc1ccc(CNS(=O)(=O)CCNC(=O)c2ccc3c(c2)OCO3)cc1	-9	-2	8	-21	-2	-3	5	2
CCOc1ccccc1N(C(=O)c1snc(C(N)=O)c1N)C(C(=O)NCCC(C)C)c1ccco1 (stereo not drawn)	0	-4	10	7	-3	7	-1	9
O=c1c2nnn(Cc3ccccc3)c2ncn1C/C=C/c1ccccc1	12	4	12	7	8	5	11	5
O=C(COC(=O)C1CC2C=CC1C2)Nc1cccc(S(=O)(=O)N2CCCCCC2)c1 (stereo not drawn)	8	8	6	1	-8	-8	4	-2
COc1ccc(NS(=O)(=O)c2cn(C)c(=O)n(C)c2=O)c(OC)c1	-9	-12	9	4	-16	-4	7	-22
CC1C(=O)C(C)C(c2ccccc2F)NC1c1ccccc1F (stereo not drawn)	7	5	2	2	11	8	-1	-1
Cn1c(SCC(=O)c2ccccc2)nnc1C1COc2ccccc2O1 (stereo not drawn)	-3	-1	8	-8	4	9	1	1
Oc1c(Br)cc(Cl)cc1C=Nc1ccccc1Br	-1	-4	8	-14	-4	21	9	17

Among those listed so far, 4 have a thiophene ring, fused or not.
SMILES	EBI2 block	UBC13 polyUb	CCR6 antag	Gli-Sufu antag	APJ antag	CXCR6 block	Jurkat NFkB inh	697 NFkB inh
COc1ccc(/C=C2/SC(=O)N(CCNC(=O)C3CCCN3C(=O)c3cccs3)C2=O)cc1 (stereo not drawn)	-4	-12	-1	8	9	-4	-4	-13
CCCOc1ccc(C(CC(=O)O)NC(=O)c2cccs2)cc1 (stereo not drawn)	-10	1	14	-11	24	3	8	16
COCCN(C(=O)CNC(=O)c1ccco1)C(C(=O)NC1CCCC1)c1cccs1 (stereo not drawn)	9	2	-10	2	5	-2	11	9
CN(C)CCOC(=O)c1sc2ccccc2c1Cl	-4	1	-11	-34	10	-2	7	4

Going on with the list.
SMILES	EBI2 block	UBC13 polyUb	CCR6 antag	Gli-Sufu antag	APJ antag	CXCR6 block	Jurkat NFkB inh	697 NFkB inh
CCC(CC)c1nnc(NC(=O)CN2C(=O)c3ccccc3C2=O)s1	3	6	-3	2	5	-6	-19	-2
CCOP(=O)(OCC)c1nc(-c2ccc(C)cc2)oc1N1CCOCC1	-4	8	-7	-2	9	5	-9	-23
O=C(Oc1c(Cl)cc(Cl)c2cccnc12)N1CCCCC1	12	-5	-28	-15	8	-3	6	13
O=C(NCc1cccc(Cl)c1)c1cnn2c1NC(c1ccco1)CC2C(F)(F)F (stereo not drawn)	-16	22	4	5	6	5	18	15
COc1cccc(-c2nc(CS(=O)(=O)CC(=O)N3CCc4ccccc4C3)c(C)o2)c1	5	4	8	-3	11	0	1	-2
c1ccc(SSc2ccccn2)nc1	9	-7	9	1	21	0	2	13
Cc1nnc(NC(=O)CSc2nnc(CC(=O)Nc3ccccc3Cl)n2C)s1	-3	-8	9	·	22	4	-14	6
Nc1ncc(Br)cc1S(=O)(=O)Nc1cc(C(F)(F)F)cc(C(F)(F)F)c1	-13	-21	-8	16	-16	-5	5	-28
Cc1ccc(S(=O)(=O)N2CCC(C(=O)N3CCN(Cc4ccccc4)CC3)CC2)cc1	3	8	17	5	-46	1	4	0
COC(=O)Nc1nc2ccc(SC(C)C)cc2[nH]1	-4	-6	9	19	20	1	19	-118
Cc1noc(C)c1COc1ccccc1C(=O)NCc1ccco1	-2	15	21	-3	21	-2	10	17
O=C(N/N=C/c1ccc2c(c1)OCO2)c1ccc(NS(=O)(=O)c2cccs2)cc1	-5	-12	12	-10	1	-2	-7	-12
COC(=O)C1=C(c2ccc(OC)cc2)OC(=O)C1(C)C	-6	-5	-1	-10	-7	0	10	12

Structural class, the compounds so far with a furan ring, fused or not.
SMILES	EBI2 block	UBC13 polyUb	CCR6 antag	Gli-Sufu antag	APJ antag	CXCR6 block	Jurkat NFkB inh	697 NFkB inh
CC(C)NS(=O)(=O)c1ccc(OCC(=O)NCc2ccco2)cc1	-12	1	12	4	11	1	-4	14
CCOC(=O)c1oc2ccccc2c1CN1CCOCC1	5	2	-14	3	0	2	8	11
COCCN(C(=O)CNC(=O)c1ccco1)C(C(=O)NC1CCCC1)c1cccs1 (stereo not drawn)	9	2	-10	2	5	-2	11	9
CCOc1ccccc1N(C(=O)c1snc(C(N)=O)c1N)C(C(=O)NCCC(C)C)c1ccco1 (stereo not drawn)	0	-4	10	7	-3	7	-1	9
O=C(NCc1cccc(Cl)c1)c1cnn2c1NC(c1ccco1)CC2C(F)(F)F (stereo not drawn)	-16	22	4	5	6	5	18	15
Cc1noc(C)c1COc1ccccc1C(=O)NCc1ccco1	-2	15	21	-3	21	-2	10	17
